# M17LAP inhibition – P. falciparum M17LAP inhibitors, primary screen, biochemical, fluorogenic H-Leu-NHMec substrate, 1536-well (AID 1619). Leucine aminopeptidase (Plasmodium falciparum (isolate 3D7)). recombinant M17LAP, H-Leu-NHMec fluorogenic kinetic assay; higher % means a stronger effect. inhibition, % at 30 µM; hits with a dose series show IC50 in µM. actives 0.38% (n = 220,000);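 active = compound inhibiting the enzyme by more than half at any dose during confirmatory dose-response retesting; inconclusive = strong single-dose inhibitors picked by rank but not retested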;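 note: plate controls were full reaction with DMSO carrier for no effect and no enzyme background for full effect; strong numbers were not always called active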
# MT stabilizer – microtubule stabilizers in HeLa cells, primary screen, imaging, high-content imaging; HeLa tubulin immunostaining HCS, 24 h; share of cells brighter than vehicle mean+2SD; % tubulin-high responders, % at 10 µM; actives 0.83% (n = 200,000); AID 2205, 2009;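 active = plate Z-score above 3 for both tubulin-high and condensed-nucleus cell shares, with cell loss under 80%, at 10 µM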;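 note: anti alpha tubulin signal scored within the nucleus-defined area of each cell; some results filed as inactive read as strong as hits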
# M1AAP inhibition – P. falciparum M1AAP inhibitors, biochemical, fluorogenic H-Leu-NHMec substrate, 1536-well (AID 1445). Aminopeptidase N (Plasmodium falciparum (isolate 3D7)). recombinant M1AAP, H-Leu-NHMec fluorogenic kinetic assay; higher % means a stronger effect. one-dose inhibition, % at 30 µM; IC50 in µM for titrated hits. actives 0.42% (n = 220,000);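 active = primary inhibition above the hit cutoff, then over 50% inhibition at one or more dose response concentrations, cut at about 23% in these data, passing the limit was not always enough; inconclusive = conflicting primary data, or primary hits not chosen for dose response; inactive = low primary inhibition, or under 50% at every dose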;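 note: plate controls were DMSO full reaction for no effect and no enzyme background for full effect; strong numbers were not always called active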
# Insulin prom up – insulin promoter activators in MIN6 cells, imaging, high-content screening, mouse beta cells. z-score at 5 µM. actives 0.3% (n = 190,000). MIN6 insulin promoter-GFP reporter; stronger effect = higher value;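 active = z-score above 3 at 5 µM with at least 500 cells counted in the well; inconclusive = wells under 500 cells, flagged as cytotoxic or low count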
# ER stress rescue – rescue of cells from ER stress-induced death, primary screen, 384-well, CSM14.1, thapsigargin, ATP luminescence (AID 1222); CSM14.1 thapsigargin-induced death rescue, ATP luminescence; higher % means a stronger effect; cellular ATP content (survival), % at 20 µM, or EC50 in µM where a hit was titrated; 190,000 tested, under 10 active;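 active = EC50 below 50 µM in the dose-response confirmation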;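 note: death triggered by thapsigargin at about 15 µM added after 2 h compound pretreatment; cell ATP read after overnight thapsigargin exposure of roughly 18 to 22 hours; normalized against plate controls of thapsigargin alone and 5% DMSO vehicle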
# Hep lipid drop – inhibitors of hepatocyte lipid droplet formation, primary screen, imaging, high-throughput imaging, BODIPY stain | AML12 mouse hepatocytes, oleate lipid droplets | inhibition, % at 6.5 µM | actives 0.4% (n = 240,000) | AID 1656, 2009;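 active = lipid droplet intensity inhibited by at least 50%, with more than 500 cells counted; inconclusive = wells with under 300 cells, treated as cytotoxic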
#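 Assay system: AML12 mouse liver cells | Compound dosing: One dose, 6.5 µM compound | Read-out basis: Droplet intensity reduction, % inhibition | Measured by: Fluorescence imaging, 20x objective, two fields per well | Schedule: Overnight treatment with compound plus oleate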
# Autophagy mod – autophagy modulators in MEF cells, primary screen, imaging, high-content, MEF GFP-LC3. actives 0.98% (n = 190,000). MEF GFP-LC3 puncta imaging; test concentration mostly 10 µM. calls only at 10 µM (by protocol). AID 463193, 2010;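 active = percentage of spot-positive cells more than 3 SD above its plate mean, without a fluorescence outlier flag or 80% toxicity; inconclusive = no clear call, values can overlap the other calls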;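 note: spot-positive cell cutoff set from DMSO-treated cells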
# Yfh1-off respiration – enhancers of respiration in Yfh1-depleted yeast, dose response, Friedreich's ataxia, plus single-dose screen (AID 1465). S. cerevisiae Yfh1-off respiration, WST-1 reduction, 72 h; higher fold induction means a stronger effect. one-dose fold induction at 50 µM; EC50 in µM for titrated hits. actives 0.074% (n = 220,000);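 active = fold induction of absorbance versus untreated yeast above a set limit, then at least 30% activation at any dose in follow-up; inconclusive = repeats straddling the limit, or above it without dose testing; inactive = fold induction below the set limit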;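 note: activators that raise dye reduction in frataxin-depleted yeast; strong numbers were not always called active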
# Dynein transport – inhibitors of GR-EGFP nuclear translocation, primary screen, dynein cargo transport inhibitor project, imaging, high-content, 3617.4 mouse cells | z-score, hits read low | actives 0.47% (n = 220,000) | test concentration mostly 20 µM; stimulated with dexamethasone, 1 µM; stronger effect = lower value | AID 1381, 2008;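 active = plate z-score of nuclear minus cytoplasmic receptor signal below a set negative limit, without overly bright fluorescence or cell loss, cut at about -3.5 in these data, passing the limit was not always enough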;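 note: z-score of nuclear minus cytoplasmic ring GR-EGFP intensity difference per well; some compounds called inactive have numbers as strong as hits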
#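 Buffer or medium: tet-free medium with charcoal-stripped serum / Also added: dexamethasone agonist, 1.0 µM final, for 30 min / Timing: induction 48 h, compound 1 h, agonist 30 min / Measured by: high-content fluorescence imaging after fixation / Read-out: nuclear-to-cytoplasmic GR-EGFP distribution per well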
# Dynein transport cytoplasmic EGFP – also measured in Dynein transport; calls as there; z-score; measured here: cytoplasmic GR-EGFP intensity; stronger effect = higher value
# Dynein transport nuclear GR-EGFP – further read-out of Dynein transport, marked with its call; z-score; measured here: nuclear GR-EGFP intensity;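 lower value marks the stronger effect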
# Dynein transport cell count – further read-out of Dynein transport, marked with its call; z-score; measured here: cell count per field
# Insulin prom up cell count – recorded beside Insulin prom up, whose call it bears; cell count; measured here: cytotoxicity, nuclei count;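 total cells summed across four imaged fields per well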
# Hep lipid drop cells 6.5 µM – recorded beside Hep lipid drop, whose call it bears; cell count; measured here: cell count, cytotoxicity flag;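 cells counted across two imaged fields per well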
# MT stabilizer Hoechst-high % – second read-out of MT stabilizer, no call of its own (marks repeat the call); % Hoechst-high responders; measured here: nuclear condensation Hoechst responders;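 share of cells brighter than vehicle mean plus two SD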
# MT stabilizer cytotoxicity % – second read-out of MT stabilizer, no call of its own (marks repeat the call); toxicity, %; measured here: cytotoxicity by cell density;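 0% = mean cell density of plate MIN control wells and 100% = no cells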
# Autophagy mod cell loss 18 h – further read-out of Autophagy mod, marked with its call; toxicity, %; measured here: cell loss, nuclei count;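 cell loss after 18 h compound exposure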
# Starred values were filed as active, the others as inactive; i = inactive; u = inconclusive; x = no result given; + = active, no number.
compound,M17LAP inhibition,MT stabilizer,MT stabilizer Hoechst-high %,MT stabilizer cytotoxicity %,M1AAP inhibition,Insulin prom up,Insulin prom up cell count,ER stress rescue,Hep lipid drop,Hep lipid drop cells 6.5 µM,Autophagy mod,Autophagy mod cell loss 18 h,Yfh1-off respiration,Dynein transport,Dynein transport cytoplasmic EGFP,Dynein transport nuclear GR-EGFP,Dynein transport cell count
CCc1ccc(NC(=O)CSc2nc3c(c(=O)n(C)c(=O)n3C)n2C)cc1,2%,3.1,2.0,4.3,2%,-0.08,1203,-1.9%,0,685,i,-44,x,-0.15,-0.19,0.81,-0.041
Cc1oc(C(C)(C)C)cc1C(=O)Nc1ccc(C(=O)O)cc1,-8%,3.3,1.1,1.6,-15%,-0.24,1383,-0.1%,x,x,i,-5,i,0.3,-0.44,-0.048,0.75
CCn1c(-c2ccccc2O)n[nH]c1=S,-3%,2.5,2.0,8.6,11%,-0.85,1009,0.3%,x,x,i,-15,i,0.77,-0.19,0.54,-0.34
O=S(=O)(c1ccc(Cl)cc1)N1CCCC1c1nc2ccccc2s1 (centres undefined),-6%,2.4,2.4,12,4%,x,x,-1.2%,x,x,i,-4,i,-0.44,-0.22,-0.5,0.62
CCn1c2ccccc2c2cc(NC(=O)c3cccc([N+](=O)[O-])c3C)ccc21,-1%,14*,42*,26*,-1%,-0.62,2177,15%,-59,348,i,1,i,-1.1,-0.28,-0.88,0.86
O=C(Nc1ccc(Cl)c([N+](=O)[O-])c1)Nc1nc2ccccc2s1,6%,x,x,x,-5%,-0.32,1027,x,-3,671,x,x,i,-0.81,-0.29,0.011,0.66
CN1CCN(C2=NCCO2)CC1,-6%,x,x,x,-3%,-0.21,1324,x,-17,611,x,x,i,0.057,-0.21,-0.16,0.093
COC(=O)c1c(C)[nH]c(/C=N/Nc2ccccc2)c1C,9%,x,x,x,1%,-0.07,1136,x,-9,746,x,x,i,-0.64,-0.11,-0.22,-0.11
Cc1nc2ccc(S(=O)(=O)NCC(=O)NCCN3CCCCC3C)cc2s1 (centres undefined),-6%,2.6,1.4,11,1%,1.5,1221,-0.7%,x,x,i,-4,i,-0.47,-0.3,0.12,0.031
CC(=O)C1C(c2ccc(Br)cc2)C2C(C)=NN=C2CC1(C)O (centres undefined),-8%,6.2,4.2,6.6,9%,0.19,1559,0.8%,11,622,i,-5,i,-0.54,-0.26,-0.53,0.3
O=C(CCN1C(=O)c2ccccc2C1=O)Nc1nc2ccccc2s1,-5%,4.0,1.8,3.9,8%,1.9,1037,-3.4%,-60,593,i,-4,i,0.49,-0.27,0.34,0.92
COC(=O)c1ccc(C)c(NS(=O)(=O)c2ccc(C)c([N+](=O)[O-])c2)c1,2%,2.6,2.4,1.5,9%,1.2,1404,-1.1%,x,x,i,-11,i,0.16,-0.2,-0.26,-0.35
Oc1c(C=C2N=c3ccccc3=N2)sc(=S)n1-c1ccccc1,7%,3.1,2.8,10.0,-4%,-0.2,1312,-1.4%,-2,619,i,5,i,0.32,-0.2,0.18,-1.2
COc1cc(C2C=C(c3cccs3)Nc3ncnn32)cc(OC)c1OC (centres undefined),7%,3.0,1.9,7.0,12%,-0.59,817,-1.3%,u,x,i,-3,i,0.64,-0.34,0.31,-1.4
CC1CC(=O)C2=C(C1)Nc1ccccc1SC2c1ccc(F)cc1 (centres undefined),9%,2.0,1.9,5.0,6%,-0.1,1322,-1.3%,0,653,i,13,i,-0.13,-0.27,0.023,0.45
CC(=O)Cn1ncc(Br)c(Br)c1=O,2%,13,0.6,33,-1%,x,x,-3.9%,-17,679,+,7.1*,i,-4.6*,1.6*,-2.7*,0.89*
Cc1cc2ncn(CCOc3ccccc3C#N)c2cc1C,7%,4.0,2.0,5.3,0%,x,x,x,-47,591,i,0,i,0.63,0.097,0.16,-0.34
CCOC(=O)c1cc(=O)c2c([N+](=O)[O-])ccc(OC)c2o1,18%,5.6,1.9,12,7%,0.58,1299,-2.6%,1,704,i,-6,i,0.19,-0.16,-0.0039,-0.94
COc1ccccc1NC(=S)NCCN1CCOCC1,9%,1.1,1.8,13,7%,0.4,1298,-2.1%,7,624,i,-3,i,0.31,-0.19,0.25,-0.78
Nc1nc2c(s1)CCc1c-2cnn1-c1ccccc1,-6%,16,1.3,16,13%,-1,1097,-3.2%,x,x,i,-47,i,-6*,1.7*,-2.8*,0.35*
CCOc1ccc(N2CC(O)=C(c3nc4ccccc4c(=O)[nH]3)C2=N)cc1,-3%,6.0,2.3,7.5,6%,-0.55,1242,-0.2%,0,678,i,-2,i,-0.2,-0.28,0.23,0.95
Cc1nc2ccccn2c1C(=O)NN=C1C2CC3CC(C2)CC1C3,15%,2.0,2.2,6.6,7%,-0.08,1438,-1.1%,3,664,i,-3,i,-0.83,-0.26,-0.23,0.41
Cc1cc(C)cc(NC(=S)N2CCN(Cc3ccccc3)CC2)c1,-1%,8.9,1.0,7.2,-3%,0.01,1564,0.2%,4,574,i,0,i,-0.33,-0.29,-0.29,0.24
CC(C)Oc1ccc(CCc2nnc(SCC(=O)O)n2-c2ccccc2)cc1,-9%,5.8,5.3,7.2,7%,-0.78,1553,-0.4%,3,712,i,-2,i,-0.48,0.021,0.37,0.32
Cc1ccc(OCc2nc(C#N)c(NCc3ccco3)o2)cc1,3%,3.3,2.2,14,9%,1.5,968,-0.6%,-4,806,i,12,i,0.23,-0.25,0.17,1.2
CCOc1cc(CNCCc2c[nH]c3ccccc23)cc(Cl)c1OCC(N)=O,4%,x,x,x,-4%,1.1,1059,x,18,725,x,x,i,-0.66,-0.28,-0.21,1.4
COc1ccc(NC(=O)c2cccn(CC=C(C)C)c2=O)cc1,4%,4.2,2.8,14,10%,-0.32,1362,-0.8%,x,x,i,-16,i,1.4,-0.17,0.33,-0.37
Cc1cc(C(=O)N/N=C/c2cc(Br)cc(Br)c2OC(=O)c2ccccc2)n[nH]1,-12%,1.7,1.3,12,30%,-0.36,1154,0.1%,2,624,i,0,i,-0.27,-0.25,-0.27,0.81
CC(=O)c1cccc(NC(=O)C2CCN(S(=O)(=O)c3ccc(F)cc3)CC2)c1,-6%,1.8,1.6,7.3,3%,-0.36,1135,2.5%,x,x,i,-7,i,-0.74,-0.16,-0.31,0.85
Cc1ccc(-c2[nH]c3cc(C(=O)NCCCn4ccnc4)ccc3c(=O)c2O)cc1,-28%,x,x,x,-1%,-0.47,917,x,x,x,x,x,i,0.03,-0.71,0.06,-0.21

# Some entries already given, limited to MT stabilizer and Autophagy mod:
mol	MT stabilizer	Autophagy mod
O=C(CCN1C(=O)c2ccccc2C1=O)Nc1nc2ccccc2s1	4.0	i
CC(=O)c1cccc(NC(=O)C2CCN(S(=O)(=O)c3ccc(F)cc3)CC2)c1	1.8	i

# (more compounds)
compound,M17LAP inhibition,MT stabilizer,MT stabilizer Hoechst-high %,MT stabilizer cytotoxicity %,M1AAP inhibition,Insulin prom up,Insulin prom up cell count,ER stress rescue,Hep lipid drop,Hep lipid drop cells 6.5 µM,Autophagy mod,Autophagy mod cell loss 18 h,Yfh1-off respiration,Dynein transport,Dynein transport cytoplasmic EGFP,Dynein transport nuclear GR-EGFP,Dynein transport cell count
COC(=O)c1c(CSc2ccc(C)c(C)c2)noc1C(=O)NCc1ccc(OC)cc1,12%,2.2,0.9,9.0,0%,-0.23,1062,1.6%,x,x,i,3,i,0.6,-0.23,0.57,0.1
O=C1CCCN1CCCNc1ncnc2c1cnn2-c1ccc(Cl)cc1,6%,3.0,2.5,7.6,9%,-0.95,1606,-4.0%,3,629,i,12,i,0.39,-0.17,0.55,-0.21
COc1cc(N/N=C/c2ccc(N(C)C)cc2)ncn1,-6%,3.5,3.4,3.8,7%,x,x,-4.7%,2,690,i,-18,i,0.058,-0.25,-0.095,0.022
C(=N/Nc1nc(-c2ccccc2)cc(-c2ccccc2)n1)/c1cccnc1,1%,12,0.8,14,3%,-1.6,1125,-3.3%,7,682,i,-19,i,0.17,-0.044,0.0093,1
COc1cc(NC(=O)Cn2ncc(Cl)c(Cl)c2=O)c(C)cc1[N+](=O)[O-],-3%,14,7.4,21,6%,u,x,-1.5%,-4,664,+,22*,i,-3.8*,1.9*,-2.6*,-1.2*
O=C1CCC(C(=O)N2CCC(CO)(Cc3ccc(Cl)cc3)CC2)=NN1,7%,4.9,1.9,1.4,-1%,0.34,1648,0.6%,21,740,i,22,i,-0.63,-0.31,-0.18,0.32

# The order is random; any-hit rate near 3.5%.
